Screening results deposited in PubChem by several laboratories.
Pf gametocyte = inhibitors of late stage P. falciparum gametocyte viability; inhibition, % at 10.9 µM; AID 743093; 150,000 tested, 0.065% active; P. falciparum stage V gametocytes, ATP luminescence, 24 h;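 active = inhibition above the mean plus 3 SD of compounds within the control limits, set per campaign, cut at about 38% in these data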;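 note: 0% = DMSO wells and 100% = medium only without gametocytes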
HRas wt GTP = human HRas wildtype GTP binding, change in either direction; P01112; GST-Ras wt beads, Bodipy-FL-GTP binding, flow cytometry; actives lie on both sides; 190,000 tested, 0.14% active; GTP binding activity, % at 10 µM;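 active = GTP binding activity at least 20% away from the 100% baseline, either lowered as inhibitor or raised as activator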;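 note: 0% = unlabeled GTP competition control and 100% = no-compound control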
Target sequence (P01112 whole entry, looked up): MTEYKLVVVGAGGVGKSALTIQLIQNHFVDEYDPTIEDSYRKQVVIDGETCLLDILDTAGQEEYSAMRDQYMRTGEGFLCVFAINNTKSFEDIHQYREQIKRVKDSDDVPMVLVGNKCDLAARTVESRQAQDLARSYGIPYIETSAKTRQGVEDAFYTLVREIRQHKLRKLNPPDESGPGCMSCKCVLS
Rac1 act GTP bind = alters GTP binding to activated mutant human Rac1 | 190,000 tested, 0.11% active | GST-Rac1 activated beads, fluorescent GTP binding, flow cytometry; actives lie on both sides; 100% means binding = to untreated wells | percent activity (GTP binding), % at 10 µM | P63000;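 active = GTP binding at least 20 percentage points away from the 100% baseline, in either direction, so actives lie on both sides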
Mcl1 Noxa PPI = Mcl-1/Noxa interaction inhibition. TR-FRET Mcl-1/Noxa peptide binding, 2 h. Q07820. 220,000 tested, 1.5% active. inhibition, % at 21.7 µM. AID 1022;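 active = compounds that cut the protein-peptide binding signal by more than 50% relative to plate controls in a single-dose test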;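 note: His-tagged Mcl-1 with rhodamine Noxa BH3 peptide and terbium anti-His antibody; 0% = Mcl-1 plus Noxa peptide wells and 100% = peptide-only wells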
Target sequence (Q07820 whole entry, looked up): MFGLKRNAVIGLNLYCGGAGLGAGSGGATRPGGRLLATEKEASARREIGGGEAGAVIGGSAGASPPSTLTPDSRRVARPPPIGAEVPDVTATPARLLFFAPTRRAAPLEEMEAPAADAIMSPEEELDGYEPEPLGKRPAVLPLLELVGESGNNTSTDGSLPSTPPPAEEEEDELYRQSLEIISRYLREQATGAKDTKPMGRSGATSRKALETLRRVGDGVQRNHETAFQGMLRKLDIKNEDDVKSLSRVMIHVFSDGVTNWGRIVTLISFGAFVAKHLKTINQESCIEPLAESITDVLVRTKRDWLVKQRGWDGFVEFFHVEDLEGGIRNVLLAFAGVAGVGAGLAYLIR
Cdc42 wt = changes GTP binding to wildtype human Cdc42 | P60953 | GST-Cdc42 beads, Bodipy-GTP binding, flow cytometry; actives lie on both sides | percent activity (GTP binding), % at 10 µM | 190,000 tested, 0.2% active | AID 761;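 active = percent activity GTP binding at least 20 points away from the 100% baseline, either down as inhibitor or up as activator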;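 note: median bead fluorescence of bound Bodipy-FL-GTP at 100 nM; 0% = excess unlabeled GTP control and 100% = no compound control; below 100% means less GTP binding so inhibitor and above means activator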
Target sequence (P60953 whole entry, looked up): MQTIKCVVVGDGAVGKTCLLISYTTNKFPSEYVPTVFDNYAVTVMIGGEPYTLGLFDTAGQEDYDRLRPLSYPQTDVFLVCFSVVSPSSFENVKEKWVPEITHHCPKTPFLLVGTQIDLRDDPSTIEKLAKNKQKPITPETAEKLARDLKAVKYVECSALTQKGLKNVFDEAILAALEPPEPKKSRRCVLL
Rac1 wt GTP bind = human Rac1 wildtype GTP binding, inhibitors and activators. GST-Rac1 beads, fluorescent GTP binding, flow cytometry; actives lie on both sides; 0 = cold GTP competed, 100 = untreated. 190,000 tested, 0.27% active. AID 757. P63000. GTP binding activity (% of control), % at 10 µM;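 active = GTP binding activity at least 20 points away from the 100% control level, either lower or higher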
Mcl-1 Bim block = human Bim-Mcl-1 interaction inhibition. Q07820. Bead-based flow cytometry, Bim peptide-Mcl-1 binding. inhibition, % at 10 µM. 190,000 tested, 0.1% active. AID 1009; in the data active = inhibition above about 40%;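 note: 0% = no compound tracer wells and 100% = peptide blocker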
Rab2 wt GTP = changes GTP binding to wildtype dog Rab2A, up or down; 190,000 tested, 0.19% active; AID 760; GST-Rab2 wt beads, Bodipy-GTP binding, flow cytometry; GTP binding activity, % at 10 µM; P61105;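 active = GTP binding activity at least 20 points away from 100%, either lowered or raised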;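 note: 0% = beads with excess unlabeled GTP and 100% = no-compound control corrected for plate trend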
Avidin fluor = compound fluoresces at 488/530 nm on avidin beads; compound fluorescence 488/530 nm, flow cytometry; stronger effect = higher value; fluorescence (KMESF) at 10 µM; 220,000 tested, 0.38% active; AID 1775; in the data active = fluorescence above about 47; note: inactives centre near 10
Rab7 wt GTP bind = alters GTP binding to wildtype dog Rab7; GST-Rab7 beads, fluorescent GTP binding, flow cytometry; actives lie on both sides; untreated = 100%, excess cold GTP = 0%; GTP binding activity (percent of control), % at 10 µM; 190,000 tested, 0.055% active; AID 758;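 active = fluorescent GTP binding to Rab7 beads changed by at least 20 points from the 100% baseline, either direction, mostly lower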;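 note: median green fluorescence of bound Bodipy-FL-GTP per Rab7 bead population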
Mcl1 Bid PPI = Mcl-1/Bid interaction inhibition. TR-FRET Mcl-1/Bid-Dy647 peptide binding, 1536-well. 220,000 tested, 0.97% active. inhibition, % at 21.7 µM;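 active = compounds that cut the binding signal by more than half at the single screening dose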;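 note: His-tagged Mcl-1 with europium anti-His antibody binding Bid BH3 peptide; 0% = Mcl-1 plus peptide wells and 100% = peptide-only wells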
An asterisk follows results filed as active; x = no result given.

SMILES	Pf gametocyte	HRas wt GTP	Rac1 act GTP bind	Mcl1 Noxa PPI	Cdc42 wt	Rac1 wt GTP bind	Mcl-1 Bim block	Rab2 wt GTP	Avidin fluor	Rab7 wt GTP bind	Mcl1 Bid PPI
COc1cc(CNC2CCCCCC2)cc(OC)c1OC	x	100.0	99.0	13.0	99.0	99.0	-2.0	98.0	16	101.0	11.5
CN(C)CCCNS(=O)(=O)c1cc(Cl)ccc1Cl	13.5	100.0	102.0	5.1	100.0	102.0	-9.0	101.0	11	100.0	-2.7
O=C(NCCCN1CCCC1)C1CCN(C(=O)c2cc3sccc3n2Cc2ccc(F)cc2)CC1	x	100.0	101.0	-0.1	101.0	106.0	-6.0	102.0	193*	101.0	-9.5
Cc1oc(-c2ccc(Cl)cc2)nc1CN1CCC(C(=O)NCCCN2CCCC2=O)CC1	x	97.0	99.0	-8.0	96.0	100.0	0.0	98.0	17	96.0	-17.7
O=C(NC1CCN(Cc2ccccc2)CC1)c1ccccc1F	-11.3	104.0	103.0	9.8	103.0	108.0	1.0	103.0	37	104.0	-6.1
Cc1ccc(F)cc1NC(=O)c1ccc(NS(=O)(=O)c2ccc(Br)s2)cc1	-57.4	94.0	93.0	12.7	89.0	95.0	-4.0	88.0	3	95.0	4.8
O=C(Cn1nc(-c2ccccc2)nc1-c1ccccc1)N1CCOCC1	x	100.0	99.0	5.5	98.0	103.0	-4.0	101.0	11	103.0	-16.4
CN(C)S(=O)(=O)N(CCN1CCOCC1)Cc1ccccc1F	x	103.0	102.0	-11.9	106.0	107.0	-3.0	100.0	12	102.0	-7.4
O=C(NNS(=O)(=O)c1ccc(CCCl)cc1)C(O)(c1ccccc1)c1ccccc1	-8.7	98.0	101.0	24.6	103.0	104.0	-3.0	98.0	10	103.0	1.0
Cc1cc(NC(=O)CCN2C(=O)C3C4CCC(C4)C3C2=O)cc(C)c1Br (configuration not stated)	x	100.0	98.0	1.0	101.0	104.0	0.0	100.0	x	97.0	-2.8
Cc1occc1-c1nnc(SCC(=O)NCc2ccc3c(c2)OCO3)n1CC(C)C	0.2	100.0	99.0	9.5	100.0	104.0	-4.0	100.0	34	102.0	-28.9
CCOc1ccc2[nH]c(=O)c(C(c3nnnn3Cc3ccco3)N3CCN(C)CC3)cc2c1 (configuration not stated)	0.9	100.0	94.0	7.6	98.0	99.0	-2.0	98.0	23	107.0	-29.2
Cc1ccc(CN=C(N)Nc2nc(C)cc(C)n2)cc1	0.7	99.0	97.0	10.7	95.0	100.0	0.0	99.0	11	104.0	-27.0
COc1ccc(Oc2coc3cc(OC(=O)c4cncc(Br)c4)ccc3c2=O)cc1	16.4	101.0	100.0	-1.8	102.0	107.0	-1.0	101.0	13	97.0	14.9
O=C(NCCc1nnc2ccc(NCc3cccnc3)nn12)c1ccccc1F	-7.2	95.0	94.0	0.4	95.0	100.0	0.0	96.0	10	95.0	-0.8
CCO[C@@H]1OC(C(=O)NCc2ccccc2)=C[C@H](C2CCCCC2)[C@H]1CCCO	-3.9	97.0	96.0	9.0	97.0	97.0	-4.0	98.0	9	102.0	-3.4
Fc1ccc(N2CCN(c3ncnc4c3nnn4Cc3ccccc3Cl)CC2)cc1	x	104.0	99.0	-21.1	102.0	107.0	-2.0	102.0	4	100.0	4.5
O=C(NC1CCc2ccccc21)C1CCN(S(=O)(=O)c2ccc(Cl)cc2)CC1 (configuration not stated)	4.8	100.0	99.0	7.7	101.0	102.0	-5.0	97.0	12	102.0	-10.9
CCN1CCCC1CNC(=O)c1cc(NC(C)=O)c(N(C)C)cc1OC (configuration not stated)	x	106.0	100.0	0.5	105.0	105.0	-1.0	104.0	12	103.0	-19.6
Cc1ccc(C)c(NC(=O)C2CCCN2C(=O)OC(C)(C)C)c1 (configuration not stated)	x	101.0	100.0	4.2	101.0	104.0	0.0	101.0	11	102.0	-17.6
COc1cc(NC(=O)c2cc(Br)cc(C)c2OC)ccc1NC(=O)C(C)C	-17.5	96.0	96.0	3.3	96.0	97.0	1.0	95.0	22	95.0	-4.8
Cc1ccnc2nc(C(=O)NCc3ccccc3)nn12	7.3	97.0	96.0	0.6	100.0	98.0	0.0	95.0	10	95.0	17.1
CCCOc1ccccc1N/C(N)=N/c1nc(C)cc(C)n1	5.2	90.0	90.0	7.4	91.0	95.0	0.0	92.0	9	95.0	-14.0
COc1ccccc1/C=C1\SC(=S)N(CC(=O)Nc2nnc(C)s2)C1=O	x	92.0	93.0	12.7	90.0	90.0	-4.0	91.0	15	94.0	10.5
CC(C)C(NC(=O)C1CCCCC1)C(=O)NCc1ccccn1 (configuration not stated)	10.9	101.0	97.0	3.6	100.0	102.0	-1.0	97.0	26	98.0	-4.7

(listing goes on)
SMILES	Pf gametocyte	HRas wt GTP	Rac1 act GTP bind	Mcl1 Noxa PPI	Cdc42 wt	Rac1 wt GTP bind	Mcl-1 Bim block	Rab2 wt GTP	Avidin fluor	Rab7 wt GTP bind	Mcl1 Bid PPI
CC(=O)c1cccc(N(C(=O)Cn2nnc3ccccc32)C(C(=O)NCc2ccccc2)c2ccccn2)c1 (configuration not stated)	2.7	100.0	101.0	15.1	106.0	106.0	-3.0	100.0	9	101.0	-0.6
Cc1ccccc1-c1cc(C(=O)n2cccn2)c2cc(Cl)ccc2n1	x	95.0	96.0	4.7	97.0	99.0	0.0	97.0	21	93.0	-4.9
COc1ccc2[nH]c(=O)c(C(c3nnnn3CC3CCCO3)N3CCc4ccccc4C3)cc2c1 (configuration not stated)	-41.2	100.0	99.0	x	103.0	103.0	0.0	101.0	8	96.0	x
C=CCN(c1ccccc1)S(=O)(=O)c1cccc(C(=O)Nc2nc3ccccc3[nH]2)c1	-7.6	96.0	97.0	-45.3	98.0	99.0	-11.0	95.0	11	97.0	-14.1
CC1COc2ccccc2N1C(=O)c1ccc(Cl)nc1 (configuration not stated)	23.5	92.0	90.0	4.6	93.0	91.0	-1.0	96.0	10	95.0	-4.9
COc1ccccc1N1C(=O)C2C3C=CC(C3)C2C1=O (configuration not stated)	x	105.0	99.0	12.8	106.0	103.0	0.0	105.0	9	102.0	-6.0
C/C(N)=C(/C#N)C(=O)COc1ncnc2ccc(Br)cc12	7.6	107.0	104.0	-4.4	108.0	108.0	-3.0	106.0	34	105.0	-7.9
CCNC(=O)NCCNC(=O)c1cc(OCC(F)(F)F)ccc1OCC(F)(F)F	5.4	98.0	96.0	7.5	96.0	97.0	0.0	100.0	8	107.0	-3.0
COCc1cc(=O)[nH]c(/N=C(\N)Nc2cccc(Cl)c2)n1	19.2	98.0	97.0	20.3	99.0	98.0	0.0	99.0	21	104.0	-0.9
O=S(=O)(O)c1ccc(N2N=C(c3ccccc3)CC2c2ccccc2)cc1 (configuration not stated)	3.3	97.0	98.0	-0.9	99.0	100.0	-1.0	98.0	23	98.0	30.9
CSc1nc(NCC(C)C)nc(N2CCOCC2)n1	-8.7	101.0	97.0	-7.1	99.0	97.0	1.0	97.0	5	100.0	-21.6
Cc1ccc(C(=O)CSc2nc3cc(S(=O)(=O)N4CCOCC4)ccc3o2)cc1	x	99.0	97.0	18.5	98.0	98.0	-8.0	97.0	16	92.0	-2.6
COC(=O)C1=CN(Cc2ccc(OC)cc2)C=C(C(=O)OC)C1c1cccs1	8.2	98.0	95.0	7.9	100.0	99.0	2.0	98.0	10	101.0	-29.7
CC(=O)Nc1ccc(NC2=Nc3ccccc3N3C2=Nc2c(c(C)nn2-c2ccccc2)C3c2ccccc2)cc1 (configuration not stated)	x	95.0	95.0	-18.7	98.0	95.0	4.0	95.0	20	98.0	-9.2
CC(C)(C)c1ccccc1OCC(=O)Nc1ncn[nH]1	x	96.0	96.0	9.6	98.0	95.0	-1.0	96.0	4	96.0	-11.5
CCCCn1c(=O)cc(O)c2ccccc21	15.3	98.0	100.0	-7.4	101.0	104.0	-4.0	99.0	21	93.0	-23.9
CC(=O)N1CCN(c2ccc(NC(=S)NC(=O)/C=C/c3ccccc3)cc2)CC1	-16.0	99.0	100.0	6.0	101.0	102.0	-4.0	101.0	8	99.0	-25.3
CCN(CC)C(=O)N1CCN(S(=O)(=O)c2ccc(C)cc2)CC1	x	104.0	100.0	-11.0	106.0	111.0	-5.0	102.0	12	105.0	-85.0
CCOCCCNC(=O)CN1CCN(Cc2ccccc2C)C1=O	x	100.0	98.0	7.5	101.0	101.0	8.0	100.0	5	101.0	0.0
O=C(CN1CCN(c2ccc(O)cc2)CC1)NC(=O)NCc1ccco1	14.9	98.0	99.0	51.6*	97.0	99.0	-2.0	98.0	20	99.0	-50.1
CCCn1c(=O)c(C(=O)NCc2ccccn2)c(O)c2ccccc21	-17.3	101.0	99.0	-1.9	102.0	104.0	3.0	101.0	30	96.0	16.2
COC(=O)C1=C(O)/C(=C\c2sccc2C)N=C1C	-1.1	98.0	97.0	10.2	98.0	98.0	-3.0	96.0	12	96.0	-24.1
O=[N+]([O-])c1ccc(Cl)c(/C=N/N2CCN(c3ccccc3)CC2)c1	10.4	106.0	101.0	5.3	107.0	104.0	0.0	105.0	7	102.0	-26.9
Cc1ccccc1CSc1nn2c(=O)c(C)nnc2s1	-8.3	95.0	98.0	17.5	100.0	100.0	0.0	97.0	40	107.0	-5.9
COCCNC(=O)C(c1ccc(O)cc1)N(C(=O)CCC(=O)Nc1nccs1)c1cccc(C)c1 (configuration not stated)	x	99.0	97.0	20.0	98.0	98.0	-5.0	100.0	12	106.0	-9.1
CCC(C)(C)NC(=O)CN(C(=O)CCC(=O)Nc1cc(C)ccn1)c1ccc2c(c1)OCO2	2.4	98.0	98.0	-2.5	104.0	108.0	-5.0	100.0	45	96.0	-20.6
Cc1ccc(CC(=O)Nc2cc([N+](=O)[O-])ccc2F)cc1	-6.5	95.0	94.0	-0.5	97.0	97.0	-2.0	98.0	10	96.0	-10.0

Random excerpt: 2 compounds from above
SMILES	Pf gametocyte	HRas wt GTP	Rac1 act GTP bind	Mcl1 Noxa PPI	Cdc42 wt	Rac1 wt GTP bind	Mcl-1 Bim block	Rab2 wt GTP	Avidin fluor	Rab7 wt GTP bind	Mcl1 Bid PPI
CC1COc2ccccc2N1C(=O)c1ccc(Cl)nc1 (configuration not stated)	23.5	92.0	90.0	4.6	93.0	91.0	-1.0	96.0	10	95.0	-4.9
Cc1ccc(CC(=O)Nc2cc([N+](=O)[O-])ccc2F)cc1	-6.5	95.0	94.0	-0.5	97.0	97.0	-2.0	98.0	10	96.0	-10.0

Mcl1 Noxa PPI: hit marks shown above
Structure | HRas wt GTP | Rac1 act GTP bind | Mcl1 Noxa PPI | Cdc42 wt | Rac1 wt GTP bind | Mcl-1 Bim block | Rab2 wt GTP | Avidin fluor | Rab7 wt GTP bind | Mcl1 Bid PPI
O=C(CN1CCN(c2ccc(O)cc2)CC1)NC(=O)NCc1ccco1 | 98.0 | 99.0 | 51.6* | 97.0 | 99.0 | -2.0 | 98.0 | 20 | 99.0 | -50.1
